# POLB inh: blocks human DNA polymerase beta activity. P06746. Pol beta primer extension/strand displacement, fluorescence kinetic. Potency, µM (doses to about 114 µM), inactives show at the top dose activity change, negative = inhibition, most hits filed as inhibitors. hit rate 1.3% among 340,000; further: potency means the concentration at half of the fitted maximal effect; on the % scale 0 is the no-effect control and ±100 the full control effect
#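 Preincubation: enzyme (10 nM) with compound, 15 min, RT. Reaction: substrate added to 50 nM final. Reads: 0 and 10 min. Analysis: normalized, Hill fit.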
# APE1 inh: inhibitors of human APE1 endonuclease; recombinant APE1, TAMRA/BHQ-2 abasic DNA cleavage fluorescence; Potency, µM (top dose mostly 65.8 µM), for the others: top-dose activity change, negative = inhibition, most hits filed as inhibitors; hit rate 0.35% among 350,000;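 further: potency means the concentration at half of the fitted maximal effect; plate controls were vehicle for no effect and reference inhibitor for full effect; nearly all actives have a fitted effect of over 55% in size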
# Target sequence (P27695 whole entry, looked up): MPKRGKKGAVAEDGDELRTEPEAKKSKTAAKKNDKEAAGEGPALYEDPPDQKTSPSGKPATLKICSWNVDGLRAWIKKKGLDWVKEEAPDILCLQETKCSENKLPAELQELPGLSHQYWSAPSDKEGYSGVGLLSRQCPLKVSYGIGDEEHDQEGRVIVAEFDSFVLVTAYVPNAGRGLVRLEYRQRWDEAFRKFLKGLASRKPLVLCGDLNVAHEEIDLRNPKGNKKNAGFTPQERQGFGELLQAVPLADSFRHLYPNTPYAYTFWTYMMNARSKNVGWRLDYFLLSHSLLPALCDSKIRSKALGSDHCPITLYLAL
#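 Substrate: short duplex with […] THF abasic site, 5'-TAMRA and 3'-BHQ-2, 50 nM final. APE1 at 0.75 nM, preincubated 15 min RT with compound. Fluorescence increase from first to third read measured activity.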
# Anesthetic bind: candidate novel general anesthetic via apoferritin binding. P02791. apoferritin/1-aminoanthracene competitive binding, fluorescence. Potency, µM (top dose mostly 77.5 µM), for inactives: at the top dose activity change, negative = displacement, hits mostly inhibitors. hit rate 0.074% among 350,000. AID 485281; further: potency means the concentration at half of the fitted maximal effect; on the % scale 0 is the no-effect control and ±100 the full control effect; nearly all actives have a fitted effect of over 20% in size
# Target sequence (P02791 2-175 limits assumed): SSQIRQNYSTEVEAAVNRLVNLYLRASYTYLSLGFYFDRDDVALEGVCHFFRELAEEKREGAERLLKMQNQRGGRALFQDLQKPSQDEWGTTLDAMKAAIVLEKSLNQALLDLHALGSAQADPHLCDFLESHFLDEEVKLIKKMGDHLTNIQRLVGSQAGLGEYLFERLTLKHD
#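 Horse-spleen apoferritin (10 uM) was mixed with 50% saturated 1-aminoanthracene in PBS, exposed to compounds for 10 min at room temperature, and read for fluorescence (ex 380 nm, em 535 nm). Competitive displacement was fitted with a four-parameter Hill equation.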
# Pol kappa inh: DNA polymerase kappa (human) inhibition; Q9UBT6; purified Pol kappa, fluorescent DNA synthesis assay, 10 min; Potency, µM (series often up to 107 µM), for the others: at the top dose activity, negative = inhibition, usual class: inhibitors; hit rate 0.53% among 400,000; AID 588579; further: potency means the concentration at half of the fitted maximal effect; on the % scale 0 is the no-effect control and ±100 the full control effect
#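 Readout: fluorescence, taken kinetically at 0 and 10 min. Conditions: 10 nM Pol kappa, 15 min RT compound preincubation, 50 nM substrate final. Controls: enzyme-free buffer wells.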
# ALOX12 inh: blocks human arachidonate 12S-lipoxygenase | purified 12hLO, xylenol orange hydroperoxide absorbance | P18054 | Potency, µM (top dose mostly 108 µM), without a hit: at the highest dose activity change, negative = inhibition, hits mostly inhibitors | hit rate 1.1% among 580,000 | AID 1671190; further: potency means the concentration at half of the fitted maximal effect; on the % scale 0 is the no-effect control and ±100 the full control effect
#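 Purified human 12hLO at 150 nM in 25 mM Hepes, 0.01% Triton X-100, pH 7.0, preincubated 15 min at room temperature with compound. Reaction started with 40 uM arachidonic acid, 30 min at room temperature. Hydroperoxide measured by Fe-xylenol orange, 573/405 nm absorbance ratio.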
# RGS4 inhibitor: human RGS4 inhibition | P49798 | Transcreener GDP fluorescence polarization, RGS4-accelerated GTP hydrolysis | Potency, µM (doses to about 114 µM), inactives show at the top dose activity change, negative = inhibition, usual class: inhibitors | hit rate 0.039% among 390,000 | AID 504845; further: potency means the concentration at half of the fitted maximal effect; on the % scale 0 is the no-effect control and ±100 the full control effect; nearly all actives have a fitted effect of over 75% in size; some results filed as inactive show a strong effect at the top dose
#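 MLSMR compounds (23 nl, pin-transferred) preincubated 10 min at room temperature with a 500nM (2x) first reagent, then RGS4 at 900nM (2x) plus Transcreener GDP mix added; fluorescence polarization (620/688 nm) read before and after 90 min at 30 °C.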
# Pol eta inh: blocks human DNA polymerase eta activity; Q9Y253; recombinant Pol eta, fluorescent DNA replication assay; Potency, µM (doses to about 114 µM), for inactives: top-dose activity change, negative = inhibition, most hits filed as inhibitors; hit rate 1.2% among 390,000; AID 588591; further: potency means the concentration at half of the fitted maximal effect; on the % scale 0 is the no-effect control and ±100 the full control effect
#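 Fluorescent replication assay: 50 nM final substrate added after a 15 min room-temperature compound preincubation with 10 nM enzyme. Signal taken at 0 min and again at 10 min.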
# ERG-DNA inh: inhibitors of human ERG Ets domain-DNA interaction. hit rate 0.028% among 370,000. fluorescence polarization, His-ERG Ets domain / labelled DNA. P11308. Potency, µM (series often up to 76.9 µM), inactives show top-dose FP activity, negative = inhibition, usual class: inhibitors; active means well fitted inhibition curve with a large enough effect in the polarisation, with a control signal flat; inconclusive means small, poorly fitted or top-dose-only effect, or effect the other way, or a change in a side signal; inactive means no such curve, though single readings can be large or run the other way; the % refers to the polarisation;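 further: polarization taken with two DNA probes labelled with fluorescein and Texas red; potency means the concentration at half of the fitted maximal effect; % of control where 0% means no effect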
# Target sequence (P11308 whole entry, looked up, the tested form may be a part): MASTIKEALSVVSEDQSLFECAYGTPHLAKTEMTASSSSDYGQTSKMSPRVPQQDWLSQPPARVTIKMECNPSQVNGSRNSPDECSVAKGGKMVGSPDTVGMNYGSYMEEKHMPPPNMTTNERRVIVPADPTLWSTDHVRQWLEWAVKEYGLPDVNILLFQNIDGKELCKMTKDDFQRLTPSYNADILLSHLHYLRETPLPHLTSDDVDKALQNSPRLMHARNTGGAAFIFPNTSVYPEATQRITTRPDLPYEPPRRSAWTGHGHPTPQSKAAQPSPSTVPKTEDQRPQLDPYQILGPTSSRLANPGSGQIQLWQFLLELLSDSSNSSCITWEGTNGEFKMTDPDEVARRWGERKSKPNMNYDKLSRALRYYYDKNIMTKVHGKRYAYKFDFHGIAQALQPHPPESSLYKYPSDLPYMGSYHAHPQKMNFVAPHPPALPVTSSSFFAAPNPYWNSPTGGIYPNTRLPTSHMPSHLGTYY
#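 His-tagged ERG Ets domain (1 uM in the protein solution; 300mM KCl, 50mM Tris-HCl, 1mM EDTA, 1mM DTT, pH 7.5) received compound, then a probe mix of 5 nM fluorescein-DNA and 100nM Texas-615-DNA. Fluorescence polarization was read for both dyes.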
# LDHA block: inhibitors of human lactate dehydrogenase A; activity change, % (values are at about 110 or 230 µM); P00338; purified LDHA, NADH/diaphorase-resazurin fluorescence; stronger effect = lower value; AID 1347041; hit rate 0.15% among 480,000; in the data active means activity change below about -30%; inconclusive means mostly about -25% to -30%;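 further: plate controls were DMSO wells for no effect and wells without enzyme for full effect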
#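 Enzyme activity of human lactate dehydrogenase 5 (2 nM; 0.06 mM NADH, 0.2 mM pyruvate, 5 min, RT) is measured via a resazurin/diaphorase fluorescence readout of residual NADH.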
# Numbers without * were called inactive; ? = inconclusive; / = no result given; & = joins results of further samples; [ ] = dose if it differs, or a comment. Unless noted, the call rests on the fitted dose curve; in most records, active means well fitted curve in the direction sought with a large enough effect; inconclusive means small, poorly fitted or top-dose-only effect, or another doubt; inactive means no such curve, though single readings can be large; an effect the other way counts as inactive or inconclusive. Only part of the results is shown (hit frequency here may not be typical).
SMILES,POLB inh,APE1 inh,Anesthetic bind,Pol kappa inh,ALOX12 inh,RGS4 inhibitor,Pol eta inh,ERG-DNA inh,LDHA block
COCCCn1c(Cc2csc(Nc3cccc(Cl)c3)n2)nnc1SCC(=O)OC,25µM*,?,?,40µM*,?,-25%,20µM*,4%,3
NC(=O)c1ccccc1OCCOc1ccc(Br)cc1,0%,-11%,-6%,4%,-5%,-22%,-11%,-9%,-3
CCCCC(=O)Nc1ccc(NC(=O)CC)cc1OC,25%,-6%,9%,-5%,0%,15%[11.4 µM],-20%,1%,-7
COc1ccc2[nH]c(=O)c(CN(CC3CCCO3)C(=S)Nc3ccc(C)cc3)cc2c1 (centres undefined),2%,6%,-3%,-18%,-21%,-20%,-9%,4%,-7
O=C(Nc1nnc(S(=O)(=O)N2CCCCCC2)s1)c1ccccc1Br,1%&1%,6%,-19%&-5%,-8%&3%,4%&-16%,3%&-6%,-17%&-13%,-8%&-1%,-2&-4
O=C(c1cc2ccccc2oc1=O)N1CCN(Cc2ccc3c(c2)OCO3)CC1,-13%,-6%,-4%,-3%,-2%,15%,-3%,-2%,1
Fc1cccc(F)c1-n1c(CN2CCOCC2)csc1=S,1%,?,-3%,-10%,-6%,-1%,-15%,-10%,-11
CC1CCN(S(=O)(=O)c2ccc3c(c2)oc(=O)n3CC(=O)N2c3ccccc3CC2C)CC1 (centres undefined),11%,7%,-7%,-14%,16%[57.4 µM],13%,-5%,3%,-1
CC(=O)Nc1ccc(S(=O)(=O)NCCC(=O)NCc2ccncc2)cc1,/,16%,/,-12%,-9%,-12%,-19%,3%,-3
CN(CC(=O)Nc1cccc(F)c1)C(=O)c1ccc(NC2CC2)c([N+](=O)[O-])c1,/,2%,/,-21%,-2%,1%,0%,7%,-3
CCOC(=O)c1c(CSc2ccccc2)oc2cc(Br)c(O)c(CN(C)C)c12,23%,12%,0%,0%,5%,2%,-23%,0%,-3
Cc1onc(-c2ccccc2Cl)c1C(=O)N(Cc1nc(-c2ccccc2)no1)C1CCCCC1,?,5%,5%,-17%,7%,-10%,-15%,-2%,-12
COc1cccc(-c2nc(=S)c3c(n2CCCO)CCCC3)c1,1%,-1%,-9%,-10%,?,-11%,-1%,/,0
COc1cccc(-n2cc(C(=O)NCCCOC(C)C)c3ccccc3c2=O)c1,1%,21%,-11%,-5%,16%,25%,-9%,3%,-12
COc1ccc(N2CCN(C(=O)CN3C(=O)c4ccccc4S3(=O)=O)CC2)cc1,1%,0%,8%,5%,0%,-31%,-9%,6%,3
O=C(NC1CCN(Cc2ccccc2)CC1)c1ccccc1OCc1ccccc1Cl,1%,23%,-6%,-12%,?,0%,-22%,4%,-3
O=C(CSCc1ccc(Br)cc1)NCCc1ccccc1,1%,15%,-14%,11%,12%,9%,-12%,2%,2
O=C(NCCN1CCCCC1)Nc1ccc(Cl)cc1,1%,28%,0%,-5%,30%,10%,-10%,0%,-1
COc1cccc(NC(=O)c2ccccc2Br)c1,19%,19%,-13%,2%,-26%,-4%,-18%,3%,-5
CC(CNS(=O)(=O)c1ccc(Br)cc1)CN(C)C (centres undefined),2%,-2%,5%,11%,9%,16%,-1%,-9%,-1
CCc1noc(C)c1C(=O)NNC(=O)c1ccc(F)cc1,/,47%,/,-12%,?,4%,-1%,-11%,-1
COc1ccc(CCC(=O)Nc2ccc3c(c2)OCO3)cc1OC,3%,-4%[12.4 µM],1%,-20%,0%,-5%,-6%,3%,-1
COc1cccc(OC)c1C(=O)Nc1ccc(C)cc1C(=O)c1ccccc1,-1%,3%,-6%,0%,-17%,-16%,-7%,-6%,-4
O=C1NCCCC1C(=O)N/N=C/c1cccc([N+](=O)[O-])c1 (centres undefined),1%,-2%,5%,-19%,0%,2%,6%,-8%,-3
O=C(CCn1c(=S)oc2ccccc21)Nc1cccc(O)c1,4%,17%,-1%,0%,-2%,-12%,-16%,?,-7
COc1cc(OC)c(OC)cc1CN1CCSCC1,6%,9%,-6%,3%,?,7%,-25%,11%,-14
CCCc1nnc(NC(=O)CCC(=O)N2CCN(Cc3ccc(OC)c(F)c3)CC2)s1,10%,39%,-19%,-17%,4%,4%,-5%,-2%,-7
Cc1ccc(NC(=O)c2cc([N+](=O)[O-])ccc2NCc2cccnc2)cc1,30%,-5%,?,-6%,-15%,1%,-13%,4%,-2
O=C(COC(=O)c1cnccn1)Nc1cccc2ccccc12,?,9%,-8%,7%,-1%,23%,-11%,-2%,-5
COc1cccc(OCc2cc(C(=O)N3CCC(C(O)C(C)C)CC3)no2)c1 (centres undefined),1%,-3%,-15%,-13%,0%,23%,0%,-6%,-3
Cc1ccc2[nH]c(O)c(N=Nc3ccccc3C)c2c1,18%,19%,-15%,-14%,?,?,-12%,5%,16
CC(=O)c1c(N2CCN(c3cccc(Cl)c3)CC2)nc(=S)n(-c2ccccc2)c1C,3%,-4%,-7%,-4%,35µM*,-9%,-10%,/,-5
COc1ccc(N2C(=O)CC(Nc3cccc(C(C)=O)c3)C2=O)cc1OC (centres undefined),5%,13%,-5%,0%,-13%,32%,18%,-2%,-2
Cn1nc(C(=O)NCc2ccccc2)cc1C(=O)NCc1ccccc1,6%,42%,-12%,6%,11%,-2%,-22%,23%,-1
CCCCN1CC(=O)N2[C@H]3c4cc(C)ccc4OC[C@@H]3[C@H](C(=O)OCC)[C@]2(C)C1=O,/,-6%,/,-20%,7%,19%,-6%,1%,4
COc1ccc(Cl)cc1NC(=O)C(C)N1CCN(C/C=C/c2ccccc2)CC1 (centres undefined),?,-3%,4%,-7%,?,31%,-12%,-4%,-13
CC(C)OCCCn1c(-c2ccco2)nc2nc3ccccc3nc21,?,1%,103%[activator],-14%,-15%,-41%,-8%,15%,13
O=C(CCSCc1ccccc1)Nc1ccc2c(c1)OCCO2,-10%,6%,?,-4%,0%,-19%[56.9 µM],-9%,11%,2
N#CCCN1CCN(S(=O)(=O)c2ccc(S(=O)(=O)NC3CCCCC3)cc2)CC1,8%,-6%,-14%,-7%,398%[activator],0%,-14%,0%,-1
Cc1ccc(NNC(=O)C(O)(c2cccc(C(F)(F)F)c2)c2cccc(C(F)(F)F)c2)cc1,?,-3%,-3%,-20%,-22%,-15%,-11%,6%,0
Cn1c(=O)c2c(ncn2CC(=O)OCC(=O)Nc2ccc(Cl)cc2Cl)n(C)c1=O,65%,-8%,53%[activator],-3%,-19%,14%,1%,-3%,2
Cc1noc2ncnc(Oc3ccccc3)c12,9%,1%,2%,-1%,0%,-23%,-3%,4%,-3
CCCN(CCC)C(=O)C1CCN(c2ccc(S(=O)(=O)N3CCOCC3)cc2[N+](=O)[O-])CC1,?,16%,-20%,-12%,12%,11%,-10%,-20%,-3
C=CCn1c(-c2cc(OC)c(OC)c(OC)c2)n[nH]c1=S,11%,3%,-9%,-7%,?,-3%,-23%,2%,-3
Cc1csc(NC(=O)c2oc3ccccc3c2C)n1,/,-4%,/,-9%,-11%,-18%,-16%,-7%,-4
Cc1ccc(C)c(NC(=O)CSc2ccc3nc(-c4ccccc4)cn3n2)c1,8%,/,52%[activator],-14%[60.1 µM],1%,-13%,?,0%,-10
COc1ccc(Cn2ccc3nc(C)c(C(=O)Nc4ccc(OC(F)(F)F)cc4)cc3c2=O)cc1,19%,/,?,0%,-13%,18%,-7%,-3%,-22
Cc1cccc(C(C)C)c1-n1nnnc1-c1ccccc1,-11%,-2%,-12%,-18%,16%,16%,-5%,/,1
Cc1ccc(NC(=O)CCc2nnc3ccc(N4CCC5(CC4)OCCO5)nn23)nc1,27%,-5%,26%,7%,-15%,-10%,-2%,9%,1
CCOC(=O)c1cnc2c(C)cccc2c1Nc1ccc(OC(C)C)cc1,12%,/,36%[activator],16%,-25%,-2%,-16%,1%,2
COc1ccc(-c2sc(Nc3ccccc3)n[n+]2-c2ccc(F)cc2)c(OC)c1OC,0%,59%[activator],-22%,-3%,?,-6%,1%,24%,3
COCCn1c(C)cc(C(=O)CSc2nnc(-c3cccnc3)n2-c2ccccc2F)c1C,3%,1%,-22%,-19%,-24%,14%,6%,5%,0
CN1C(=O)C(CCC(N)=O)NC1=S (centres undefined),1%,1%,-4%,-13%,193%[activator],-5%,-4%,0%,-7
Nn1cnnc1N/N=C/c1cc([N+](=O)[O-])c(Cl)cc1Cl,?,0%,?,-6%,-11%,-7%,?,-2%,18
C=CCn1c(SCCN2C(=O)c3ccccc3C2=O)nc2scc(-c3ccc(F)cc3)c2c1=O,/,/,/,6%,-5%,4%,-3%,-3%,-1
CC(=O)Nc1ccc(NC(C)=C(C#N)C#N)cc1,10%,-1%,4%,-15%,-2%,-11%,-10%,-15%,-6

# ALOX12 inh, entries above that show a hit
Molecule	APE1 inh	Anesthetic bind	Pol kappa inh	ALOX12 inh	RGS4 inhibitor	Pol eta inh	ERG-DNA inh	LDHA block
CC(=O)c1c(N2CCN(c3cccc(Cl)c3)CC2)nc(=S)n(-c2ccccc2)c1C	-4%	-7%	-4%	35µM*	-9%	-10%	/	-5

# Screens: PubChem, National Center for Advancing Translational Sciences (NCATS)
